# Screening data (PubChem)
# FLuc act counter: firefly luciferase counter-screen for stimulation assays; ATPlite luciferase biochemical, luminescence, 10 min; 0 = ATP-free wells, 1 = DMSO control; 200,000 tested, under 10 active; activation factor at 10 µM; AID 1027;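 active = luciferase activation factor, scaled between plate controls, of at least 2 with compound at 10 µM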
# Target sequence (P08659 whole entry, looked up): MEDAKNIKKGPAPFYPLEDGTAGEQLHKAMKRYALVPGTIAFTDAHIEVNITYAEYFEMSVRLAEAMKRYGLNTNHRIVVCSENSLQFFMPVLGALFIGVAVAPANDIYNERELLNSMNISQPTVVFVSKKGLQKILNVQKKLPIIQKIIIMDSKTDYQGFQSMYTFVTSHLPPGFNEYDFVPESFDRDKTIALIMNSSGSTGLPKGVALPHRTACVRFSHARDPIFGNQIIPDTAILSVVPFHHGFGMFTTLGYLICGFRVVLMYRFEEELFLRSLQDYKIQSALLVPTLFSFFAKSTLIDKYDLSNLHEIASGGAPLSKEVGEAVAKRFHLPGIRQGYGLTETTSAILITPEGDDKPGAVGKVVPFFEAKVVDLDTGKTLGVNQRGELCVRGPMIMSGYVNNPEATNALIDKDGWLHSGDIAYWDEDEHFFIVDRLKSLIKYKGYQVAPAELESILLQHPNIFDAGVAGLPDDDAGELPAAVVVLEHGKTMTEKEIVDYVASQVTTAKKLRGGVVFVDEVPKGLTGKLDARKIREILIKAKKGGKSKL
#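 assay system = Luciferase/luciferin detection reagent, cell-free biochemical luciferase assay | also added = ATP substrate | times = 10 min post-reagent at room temperature | measured by = luminescence from luciferase reaction | measure = luciferase activation, seen as luminescence increase over controls | benchmarks = low control with PBS replacing ATP, high control enzyme plus ATP without compound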
# APP 5'UTR act: activates APP 5'UTR luciferase reporter | 190,000 tested, 1% active | activation, % at 2 µM | SH-SY5Y APP 5'UTR luciferase reporter, luminescence; zero percent = DMSO vehicle wells | AID 1276;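 active = activation above a set limit, based on mean plus 3 SD of controls, cut at about 140% in these data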; note: values of inactives mirror those of a sister screen read the other way
# APP transl inh: APP translation inhibition | SH-SY5Y APP 5'UTR-luciferase reporter, luminescence | inhibition, % at 2 µM | 190,000 tested, 0.82% active | AID 1285;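 active = inhibition above a set limit, derived from the sample mean plus 3 SD, cut at about 45% in these data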; note: values of inactives mirror those of a sister screen read the other way
# HMGR II inh: blocks class II HMG-CoA reductase of Enterococcus faecalis; inhibition, % at 10 µM; purified E. faecalis HMGR, NADPH absorbance 340 nm kinetic; 190,000 tested, 0.41% active;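 active = inhibition above a set limit, the median over all tested compounds plus 3 SD, cut at about 9.5% in these data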;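 note: enzyme runs in reverse so mevalonate oxidation gives rising NADPH absorbance; 0% = complete reaction with DMSO and 100% = background rate lacking mevalonate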
# FLuc inhib CS: Photinus pyralis luciferase inhibition counter-screen; P08659; ATPLite firefly luciferase biochemical luminescence, 10 min; inhibition, % at 10 µM; 200,000 tested, 1.5% active; AID 1006;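 active = inhibition above about 50% when tested at 10 µM, limit read from the data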
# G6PDH counter: counter-screen for G6PDH assay hits: L. mesenteroides G6PDH inhibition; 200,000 tested, 0.12% active; inhibition, % at 5 µM; Purified L. mesenteroides G6PDH, diaphorase/resazurin coupled fluorescence, 45 min; in the data active = inhibition above about 50%
# NF-kB expr up: compounds increasing NF-kB expression in human neuronal cells; NF-kB reporter expression; hits give high values; fold change at 12.5 µM; 190,000 tested, 1.6% active; AID 1239; in the data active = fold change above about 3.3
# DTT redox prof: compounds producing H2O2 with reducing agent – biochemical, NIH compound library profiling, artefact control for MLSCN library redox annotation, primary screen. DTT-dependent redox cycling H2O2, phenol red/HRP absorbance; 100% = 100 µM peroxide control, 0% = buffer. activation, % at 10 µM. 200,000 tested, 0.03% active;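 active = activation of at least 50% relative to the plate's high and low controls in the primary single-dose screen; inactive = activation below 50%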;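 note: compound incubated with DTT at 0.8 mM final as the reducing agent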
# Hsp70 activator: Hsp70 transcriptional activation, primary screen; HeLa Hsp70 promoter luciferase reporter, luminescence; scaled: vehicle 0, proteasome-inhibitor control 100%; activation, % at 10 µM; 200,000 tested, 0.04% active; AID 1203;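 active = activation above the mean across all tested compounds plus 3 SD, cutoff set per campaign, cut at about 5.5% in these data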;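 note: 100% = MG132 at 30 µM as the positive control and 0% = DMSO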
# STAT1 activator: increases IFN-gamma driven STAT1 reporter signal; NIH 3T3 STAT1-luciferase reporter, luminescence; 100% = IFN-gamma alone, no compound; activation (% of control), % at 5.5 µM; 200,000 tested, 2.6% active; AID 932;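 active = activation above the screen-wide mean activation plus 3 SD, cut at about 130% in these data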;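 note: raw ratio to IFN-gamma control signal so 100% means no change and 0% no light; values of inactives mirror those of a sister screen read the other way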
# Active calls of the source: *; · = not tested or not shown. The order is random (roughly 5.3% active in at least one column).
SMILES,FLuc act counter,APP 5'UTR act,APP transl inh,HMGR II inh,FLuc inhib CS,G6PDH counter,NF-kB expr up,DTT redox prof,Hsp70 activator,STAT1 activator
O=C1c2ccccc2OC2(C=Cc3ccccc3O2)N1Cc1ccccc1 (configuration not stated),1.1,·,·,-3,-6,-4,0.88,1.1,-0.2,108
COc1ccc(NC2CCN(C3CC(=O)N(c4ccc(F)c(Cl)c4)C3=O)CC2)cc1 (configuration not stated),1.1,9,-8,-3,-8,-6,0.96,0.6,0.2,97
O=C(OC(c1ccccc1)c1nccc2ccccc12)c1cccc([N+](=O)[O-])c1 (configuration not stated),1,21,-21,-1,-3,-14,0.77,0.8,-0.3,117
NC(=O)c1cc(C(=O)c2cccc(Cl)c2Cl)c[nH]1,1.1,0,0,-1,-6,9,1.3,0.1,0.1,97
CC(C)COP(=O)(c1ccc(N(C)C)cc1)C(O)c1ccccc1F (configuration not stated),1.1,1,-1,-2,-9,8,1.9,0.5,-0.5,99
Cc1ccc(C)c(S(=O)(=O)N2CCCOC2CNC(=O)C(=O)NCc2cccnc2)c1 (configuration not stated),1,-6,6,4,-5,4,1.4,-1.8,0.2,95
COc1cc(NC(=O)Cc2nn(C)c(=O)c3ccccc23)cc(OC)c1,1.1,-3,3,2,-7,4,0.66,1.7,-0.3,81
Cc1c(OCC(=O)OC(C)(C)C)ccc2c3c(c(=O)oc12)CCC3,1.1,3,-3,0,-8,4,1,-0.2,-0.2,102
O=C(CSCc1ccc(F)cc1)NCc1ccc(F)cc1,1.1,12,-12,-5,-5,2,1.2,-0.5,0.0,93
COc1ccc(NC(=S)Nc2cc(C(F)(F)F)ccc2F)cc1,1.1,6,-6,0,-6,-1,1.1,-1.0,-0.4,95
Oc1c(Br)cc(Br)cc1C=Nc1ccc2c(c1)OCO2,1,74,-74,-1,-5,1,1.3,-0.5,-0.3,102
O=C(NCc1ccco1)C(=S)N1CCCCC1,1,-1,1,-7,-4,6,1.1,0.5,-0.5,102
O=C(C[n+]1ccccc1)N/N=C/c1ccc(O)cc1,1,9,-9,2,-4,21,1.3,-1.2,-0.3,98
CCC(C)(C(=O)NC1CCCCC1)N(Cc1ccco1)C(=O)Cc1cccs1 (configuration not stated),1,15,-16,1,-3,4,1.2,0.7,-0.3,98
C=CCSc1nc(=O)n2cccc(C)c2n1,1,36,-36,1,-5,4,1.2,-5.0,-0.5,95
Cc1ccn2cc(C(=O)Nc3nnc(C)s3)nc2c1,0.8,19,-19,-1,18,23,2,-2.8,-0.1,118
Cc1[nH]c2ccccc2c1C(=O)C(=O)NCCC1=CCCCC1,1,26,-26,-2,-2,-4,1.1,-0.2,-0.1,93
CC1=NN(c2ccccc2)C(=O)C1C(=O)c1ccccc1 (configuration not stated),0.9,-13,13,0,9,-6,0.85,0.6,-0.3,108
O=C(NCc1cccnc1)C(=O)NCC1CCCO1 (configuration not stated),1.1,-10,10,-2,-6,7,1.2,-1.0,0.0,109
CCNC(=O)NC(=O)COC(=O)C1CSC2(C)CCC(=O)N12 (configuration not stated),1,22,-22,1,-4,-2,1.1,0.5,-0.1,97
CCOC(=O)/C(C#N)=C1/C=CN(C)C=N1,1.1,0,0,2,-6,7,1.2,-4.3,-0.1,94
Cc1ccc(NC2=C(NC(=O)c3ccccc3)C(=O)c3ccccc3C2=O)cc1Cl,1,-5,5,-2,3,-20,0.52,1.7,-0.1,90
O=C(NCCCn1ccnc1)C(=O)NCc1ccc(Cl)cc1,1.1,0,0,-1,-8,18,1.1,-0.5,0.0,92
Cc1cc(C)n2c(SCc3ccc(C#N)cc3)nnc2n1,1,1,-1,-1,-3,3,1.3,-0.6,0.0,97
Cc1ccc(C)n1C(Cc1ccccc1)C(=O)O (configuration not stated),1.1,-1,1,2,-10,3,1.1,2.2,-0.5,98
# The list continues:
SMILES,FLuc act counter,APP 5'UTR act,APP transl inh,HMGR II inh,FLuc inhib CS,G6PDH counter,NF-kB expr up,DTT redox prof,Hsp70 activator,STAT1 activator
COc1ccc(CCNC(=O)c2ccc(SC)cc2OC)cc1,1,0,0,-1,0,-2,1.2,0.1,-0.1,95
Cc1ccc(N2CCN(c3ccc(NCc4nc5ccccc5n4C)cc3)CC2)cc1,1,-15,15,1,-4,-2,0.96,0.4,-0.2,99
Cc1ccc(C)c(OCC(=O)Nc2ccc(S(=O)(=O)Nc3ccccn3)cc2)c1C,1,27,-27,1,-1,-17,0.86,0.1,-0.3,99
O=C(c1ccccc1[N+](=O)[O-])N1CCC(Cc2ccccc2)CC1,1,0,0,3,-1,14,1,-0.2,-0.4,104
O=C(O)C(Cc1c[nH]c2ccccc12)N1C(=O)C2C3c4ccccc4C(c4ccccc43)C2C1=O (configuration not stated),1.1,7,-7,-3,-8,18,1.2,0.6,0.0,102
CC1CCCC(C)N1C(=O)CN1C(=O)C(C)(C)Oc2ccc(C(=O)NC3CCCCC3)cc21 (configuration not stated),1,4,-4,-7,-2,-23,1.2,14,0.9,109
CCC(=O)N(CCCN(C)C)c1nc(-c2cc(OC)ccc2OC)cs1,1.1,-3,3,-1,-6,-35,1.1,2.5,-0.3,102
CC(=O)NCCn1c(SCc2ccc(C)cc2)nc2ccccc2c1=O,1,16,-16,-4,-4,4,0.93,1.1,-0.2,100
O=C(Cc1cccs1)N1CCN=C1SCc1ccccc1Cl,1,-1,1,1,-1,2,0.95,-1.3,0.4,100
CC(C)CC(C(=O)OCC(=O)c1c(N)n(C)c(=O)n(C)c1=O)N1C(=O)c2ccccc2C1=O (configuration not stated),1,-9,8,4,-4,2,0.93,·,-0.2,110
O=C(Cn1c(C(=O)N2CCc3ccccc3C2)cc2sccc21)c1ccccc1,1.1,8,-8,-2,-6,11,0.59,1.9,0.1,94
COc1ccccc1N1CCN(CCN2C(=O)CC(=C3c4ccccc4-c4ccccc43)C2=O)CC1,·,-1,1,·,·,·,·,-1.6,-0.1,103
Cc1ccc(C(=O)COC(=O)c2ccc(Br)o2)cc1C,0.9,7,-6,-2,13,-2,1.5,-1.4,-0.2,113
O=C(Nc1nc(-c2cccc(Br)c2)cs1)Oc1ccccc1,1,19,-19,-1,-1,-1,1.4,-7.9,-0.1,105
Oc1ccccc1C1Nc2cccc3cccc(c23)N1,0.4,10,-10,-6,64*,19,0.86,3.8,-0.1,99
COc1cc2nc3occc3c(OC)c2cc1OC,1.1,3,-3,3,-7,17,1,0.6,-0.3,102
CCC(=O)Nc1sc2c(c1C#N)CCCCC2,1,-4,4,-2,4,-1,1.8,0.3,0.3,113
O=C(O)COc1c(F)c(F)c(C(F)(F)F)c(F)c1F,1,·,·,1,-2,5,1.1,·,·,·
Cc1cc(N2CCN(c3cccc(C)c3C)CC2)nc(-c2ccccc2)n1,1.1,45,-45,-1,-6,9,1.3,1.6,0.1,104
COc1cc(NC(=O)C2CCN(S(=O)(=O)c3cccnc3)CC2)cc(OC)c1OC,1,-18,18,-1,-5,10,1.1,-0.3,-0.2,99
CC1CC(C)CN(C(=O)CCNS(=O)(=O)c2ccc3c(c2)CCC(=O)N3)C1 (configuration not stated),1.1,7,-7,-3,-7,4,1.4,-0.5,-0.3,99
COc1cccc(NC(=O)CCN2CCC(C(N)=O)CC2)c1,1,15,-15,0,-2,-3,1.1,-0.7,-0.2,104
O=C(CN1CCC(O)(c2ccccc2F)CC1)NCCc1c[nH]c2ccccc12,1,-10,10,-6,0,-2,1.1,-0.4,-0.3,103
O=C(NN1CCN(Cc2ccccc2)CC1)c1ccc(Cl)cc1,1,0,0,-3,-5,2,0.9,-0.3,-0.2,93
FC(F)(F)c1nc(-c2cccnc2)ncc1-c1nnnn1-c1ccccc1,1,2,-2,-1,-2,9,0.71,-4.8,-0.2,92
# New compounds follow
SMILES,FLuc act counter,APP 5'UTR act,APP transl inh,HMGR II inh,FLuc inhib CS,G6PDH counter,NF-kB expr up,DTT redox prof,Hsp70 activator,STAT1 activator
Clc1ccc(-c2nnc(-c3ccco3)nc2N2CCCCC2)cc1,0.9,13,-13,5,10,1,1.1,0.0,-0.1,96
Cc1cc(N2CC(C(=O)O)CC2=O)ccc1Br (configuration not stated),1,14,-14,-5,-2,6,1.2,-0.5,-0.3,95
O=C(COc1ccccc1)NC(=S)N1CCc2ccccc21,1,12,-12,-5,1,8,1.5,-0.6,-0.3,98
COc1ccccc1NC(=O)C1=C(C)NC(SCC(=O)c2ccccc2)=C(C#N)C1c1ccco1 (configuration not stated),1,-14,14,-1,-2,-40,0.71,3.3,0.0,104
CN(C)S(=O)(=O)c1cccc(NC(=O)COC(=O)c2c[nH]c(=O)[nH]c2=O)c1,1,20,-20,0,-3,-2,1,0.2,-0.1,95
C=CCOc1c(CNn2cn[nH]c2=S)cccc1OC,1,3,-3,-4,-5,16,1,-0.6,0.0,107

# As a working copy, part of the list above:
SMILES,FLuc act counter,APP 5'UTR act,APP transl inh,HMGR II inh,FLuc inhib CS,G6PDH counter,NF-kB expr up,DTT redox prof,Hsp70 activator,STAT1 activator
O=C(Nc1nc(-c2cccc(Br)c2)cs1)Oc1ccccc1,1,19,-19,-1,-1,-1,1.4,-7.9,-0.1,105
Oc1ccccc1C1Nc2cccc3cccc(c23)N1,0.4,10,-10,-6,64*,19,0.86,3.8,-0.1,99
COc1cc2nc3occc3c(OC)c2cc1OC,1.1,3,-3,3,-7,17,1,0.6,-0.3,102
CCC(=O)Nc1sc2c(c1C#N)CCCCC2,1,-4,4,-2,4,-1,1.8,0.3,0.3,113
O=C(O)COc1c(F)c(F)c(C(F)(F)F)c(F)c1F,1,·,·,1,-2,5,1.1,·,·,·
Cc1cc(N2CCN(c3cccc(C)c3C)CC2)nc(-c2ccccc2)n1,1.1,45,-45,-1,-6,9,1.3,1.6,0.1,104
COc1cc(NC(=O)C2CCN(S(=O)(=O)c3cccnc3)CC2)cc(OC)c1OC,1,-18,18,-1,-5,10,1.1,-0.3,-0.2,99
CC1CC(C)CN(C(=O)CCNS(=O)(=O)c2ccc3c(c2)CCC(=O)N3)C1 (configuration not stated),1.1,7,-7,-3,-7,4,1.4,-0.5,-0.3,99
COc1cccc(NC(=O)CCN2CCC(C(N)=O)CC2)c1,1,15,-15,0,-2,-3,1.1,-0.7,-0.2,104
O=C(CN1CCC(O)(c2ccccc2F)CC1)NCCc1c[nH]c2ccccc12,1,-10,10,-6,0,-2,1.1,-0.4,-0.3,103
O=C(NN1CCN(Cc2ccccc2)CC1)c1ccc(Cl)cc1,1,0,0,-3,-5,2,0.9,-0.3,-0.2,93
FC(F)(F)c1nc(-c2cccnc2)ncc1-c1nnnn1-c1ccccc1,1,2,-2,-1,-2,9,0.71,-4.8,-0.2,92
Clc1ccc(-c2nnc(-c3ccco3)nc2N2CCCCC2)cc1,0.9,13,-13,5,10,1,1.1,0.0,-0.1,96
Cc1cc(N2CC(C(=O)O)CC2=O)ccc1Br (configuration not stated),1,14,-14,-5,-2,6,1.2,-0.5,-0.3,95
O=C(COc1ccccc1)NC(=S)N1CCc2ccccc21,1,12,-12,-5,1,8,1.5,-0.6,-0.3,98
